# Assay outcomes from PubChem BioAssay.
# Bcl-XL Bim block: inhibitors of Bim-Bcl-XL binding, primary screen, biochemical, multiplexed, bead flow cytometry, human Bcl-XL. Bim peptide-Bcl-XL binding, fluorescence. 190,000 tested, 0.04% active. Bcl-2-like protein 1 (Homo sapiens), Q07817. inhibition, % at 10 µM
# Mcl1 Bid PPI: Mcl-1/Bid binding inhibitors, primary screen, biochemical, TR-FRET, 1536-well. Induced myeloid leukemia cell differentiation protein Mcl-1 (Homo sapiens), Q07820. 220,000 tested, 0.97% active. inhibition, % at 21.7 µM. TR-FRET Mcl-1/Bid-Dy647 peptide binding;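 active means compounds that cut the binding signal by more than half at the single screening dose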;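 further: His-tagged Mcl-1 with europium anti-His antibody binding Bid BH3 peptide; 0% = Mcl-1 plus peptide wells and 100% = peptide-only wells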
# Target sequence (Q07820 whole entry, looked up): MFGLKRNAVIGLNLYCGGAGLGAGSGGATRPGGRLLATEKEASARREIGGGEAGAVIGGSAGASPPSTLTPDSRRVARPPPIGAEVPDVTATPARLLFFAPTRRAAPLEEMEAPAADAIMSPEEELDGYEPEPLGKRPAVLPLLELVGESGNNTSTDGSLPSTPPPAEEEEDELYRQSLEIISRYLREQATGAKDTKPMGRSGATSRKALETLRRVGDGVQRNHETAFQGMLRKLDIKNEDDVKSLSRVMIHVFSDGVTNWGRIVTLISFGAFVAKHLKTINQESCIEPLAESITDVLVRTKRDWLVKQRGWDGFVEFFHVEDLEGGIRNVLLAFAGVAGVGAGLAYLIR
# Bim-Bcl-B: inhibitors of Bim-Bcl-B binding, primary screen, biochemical, multiplexed, human Bcl-2 family; inhibition, % at 10 µM; 190,000 tested, 0.073% active; AID 951, 2007; bead-based flow cytometry, Bim peptide-Bcl-B binding; Bcl-2-like protein 10 (Homo sapiens), Q9HD36;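 further: 0% = tracer peptide without compound and 100% = reference inhibitor peptide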
# RGS7-Gao reg: RGS7-Galphao binding modulators, primary screen, biochemical, multiplexed bead flow cytometry; 220,000 tested, 0.35% active; binding response (% of control), % at 10 µM; actives lie on both sides; in the data active means binding response below about 49% or above about 150%; inconclusive means no clear call, values can overlap the other calls; inactive means in between;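 further: fluorescent Galphao held in activated GDP-AlF4 state binding bead-coupled RGS7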
# Target sequence (P09471 whole entry, looked up): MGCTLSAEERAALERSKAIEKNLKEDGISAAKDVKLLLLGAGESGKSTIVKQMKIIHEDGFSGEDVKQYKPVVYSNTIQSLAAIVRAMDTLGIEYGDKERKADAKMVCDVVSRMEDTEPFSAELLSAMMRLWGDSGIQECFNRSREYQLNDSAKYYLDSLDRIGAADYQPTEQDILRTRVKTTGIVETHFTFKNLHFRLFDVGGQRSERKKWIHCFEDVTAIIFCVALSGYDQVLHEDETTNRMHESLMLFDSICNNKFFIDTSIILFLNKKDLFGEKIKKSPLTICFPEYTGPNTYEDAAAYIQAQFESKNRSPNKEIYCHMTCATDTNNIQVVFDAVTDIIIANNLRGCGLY
# Bim-Mcl-1: inhibitors of Bim peptide binding to Mcl-1, primary screen, biochemical, bead-based flow cytometry, multiplex; Induced myeloid leukemia cell differentiation protein Mcl-1 (Homo sapiens), Q07820; AID 1009, 2008; inhibition, % at 10 µM; 190,000 tested, 0.1% active; Bim peptide-Mcl-1 binding;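 further: 0% = no compound tracer wells and 100% = peptide blocker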
# RGS8-Gao reg: RGS8-Galphao binding modulators, primary screen, biochemical, multiplexed bead flow cytometry; actives lie on both sides; response (percent of control binding), % at 10 µM; 220,000 tested, 0.34% active; in the data active means response below about 60% or above about 140%; inactive means in between;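 further: Galphao activated as the GDP aluminium fluoride complex binding bead-coupled RGS8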
# Bcl-W Bim block: inhibitors of Bim binding to Bcl-W, primary screen, biochemical, multiplexed, bead-based flow cytometry | AID 952, 2007 | Bcl-2-like protein 2 (Homo sapiens), Q92843 | inhibition, % at 10 µM | Bim peptide-Bcl-W binding | 190,000 tested, 0.02% active;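 further: 0% = bound tracer without compound and 100% = peptide blocker; higher means less fluorescent Bim peptide bound to Bcl-W beads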
# Bcl-2 Bim block: inhibitors of Bim-Bcl-2 binding, primary screen, biochemical, multiplexed, human Bcl-2 family | inhibition, % at 10 µM | 190,000 tested, 0.06% active | Bead-based flow cytometry, Bim peptide-Bcl-2 binding | Apoptosis regulator Bcl-2 (Homo sapiens), P10415; in the data active means inhibition above about 40%; inconclusive means no clear call, values can overlap the other calls;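 further: 0% = no compound wells with probe peptide and 100% = reference peptide inhibitor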
# Target sequence (P10415 whole entry, looked up): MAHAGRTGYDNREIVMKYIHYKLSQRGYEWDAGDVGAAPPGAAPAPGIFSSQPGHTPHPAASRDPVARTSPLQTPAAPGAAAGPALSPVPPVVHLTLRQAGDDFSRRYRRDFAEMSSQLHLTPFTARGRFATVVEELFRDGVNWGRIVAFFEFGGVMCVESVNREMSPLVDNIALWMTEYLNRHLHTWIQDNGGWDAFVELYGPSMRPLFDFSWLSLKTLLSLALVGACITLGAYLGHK
# RGS4-Gao reg: modulators of RGS4 binding to Galphao, primary screen, biochemical, multiplexed bead flow cytometry. 220,000 tested, 0.33% active. actives lie on both sides. binding response (% of control), % at 10 µM. AID 1415, 2008. Guanine nucleotide-binding protein G(o) subunit alpha (Homo sapiens), P09471; in the data active means binding response below about 49% or above about 150%; inactive means in between;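 further: fluorescent Galphao activated with aluminum fluoride binding bead-coupled RGS4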
# Mcl1-Noxa inh: Mcl-1/Noxa binding inhibitors, primary screen, biochemical, TR-FRET, 1536-well. 220,000 tested, 1.5% active. AID 1022, 2008. inhibition, % at 21.7 µM. TR-FRET Mcl-1/Noxa peptide binding, 2 h;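 active means compounds that cut the protein-peptide binding signal by more than 50% relative to plate controls in a single-dose test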;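 further: His-tagged Mcl-1 with rhodamine Noxa BH3 peptide and terbium anti-His antibody; 0% = Mcl-1 plus Noxa peptide wells and 100% = peptide-only wells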
# Bfl-1 Bim block: inhibitors of Bim binding to Bfl-1, primary screen, biochemical, multiplexed, bead-based flow cytometry | Bcl-2-related protein A1 (Homo sapiens), Q16548 | Bim-Bfl-1 binding inhibition | inhibition, % at 10 µM | 190,000 tested, 0.12% active | AID 1008, 2008;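 further: 0% = wells without compound plus tracer and 100% = blocker peptide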
# The depositor's hits bear a star; ? = inconclusive; nt = not tested or not shown; & = joins results of further samples. Unless noted, no stated cut-off is given here; in the data, active means inhibition above about 40%.
SMILES,Bcl-XL Bim block,Mcl1 Bid PPI,Bim-Bcl-B,RGS7-Gao reg,Bim-Mcl-1,RGS8-Gao reg,Bcl-W Bim block,Bcl-2 Bim block,RGS4-Gao reg,Mcl1-Noxa inh,Bfl-1 Bim block
CCCCCNC(=O)C(C)NS(=O)(=O)c1ccc(OC)cc1 (centres undefined),-1,-5,-7,104,-1,102,-1,0,103,-66,1
Cc1ccc2cc(C#N)c(N3CCN(C)CC3)nc2c1,0,-4,1,99,-1,89,2,5,97,31,0
C=CCNC(=O)/C=C/c1cccs1,-2,-10,-6,102,-6,96,-10,-8,95,6,-4
CCC/C(O)=C1\C(=O)CC(C)(C)CC1=Nc1ccccc1O,-1,-21,-6,108,-2,100,-1,-5,103,1,-7
Cn1nc(C(C)(C)C)c([N+](=O)[O-])c1C(=O)Nc1ccc(Br)cc1,nt,-4,nt,?,nt,100,nt,nt,103,16,nt
O=C1c2cccnc2C(Nc2ccc(S(=O)(=O)N3CCCCCC3)cc2)N1Cc1ccccc1 (centres undefined),0,15,-7,98,2,94,-1,-3,85,2,-10
CC(=O)Nc1nc(C)c(-c2csc(Nc3ccccn3)n2)s1,-2,-9&-56,-4,?,0,101&100,0,-1,99&100,30&6,0
CCOCC(=O)Nc1cc(S(=O)(=O)N2CCOCC2)ccc1N1CCCCC1,-13,13,-57,87,-15,83,-8,-6,86,7,15
CCN1CCN(CCNC(=O)CCCCCn2c(=O)[nH]c3cc(C(=O)OC)ccc3c2=O)CC1,-1,-10,-2,97,0,101,4,2,102,-1,-9
COc1ccc(OC)c(/C=N/NC(=O)c2csc3ccccc23)c1,1,-12,2,97,-3,99,0,0,98,-10,-2
COc1cccc(C(=O)N2CCCC(CCC(=O)NCc3ccc(F)c(F)c3)C2)c1 (centres undefined),-1,-43,-3,?,0,102,-1,0,101,3,-4
COc1ccc(/C(O)=C2/C(=O)C(=O)N(CC3CCCO3)C2c2cccc(O)c2)cc1 (centres undefined),-6,-93,-4,99,-5,102,-4,-3,105,7,-3
Cc1cccc(C)c1NC(=O)C(NC=O)c1ccccc1Cl (centres undefined),-1,-10,-3,100,-3,102,2,0,98,5,-3
CC(O)c1nc2ccc(C(=O)O)cc2[nH]1 (centres undefined),nt,-17,nt,?,nt,97,nt,nt,91,11,nt
O=C1c2ccccc2C(=O)N1CN(C(=O)c1ccccc1)c1ccc(O)cc1,-2,-23,-5,97,-3,102,-3,2,100,5,-6
O=C(Nc1ccc2oc(-c3ccc4ccccc4c3)nc2c1)c1cccs1,-3,-23,-1,99,2,98,2,0,100,-9,-6
O=S(=O)(Nc1ccc2c(c1)oc1ccccc12)N1CCCC1,3,-13,0,98,2,95,1,1,94,-9,1
CC1(C)CC(=O)C(N=Nc2cc(C(F)(F)F)ccc2Cl)=C(O)C1,-5,-18,-9,107,-3,110,-2,0,107,1,-1
C/C(=N\NC=O)c1ccncc1,0,6,-3,109,1,107,0,-6,108,-7,-6
NC(=O)c1c(NC(=O)Cn2cnc([N+](=O)[O-])n2)sc2c1CCCC2,nt,-91,nt,?,nt,101,nt,nt,99,24,nt
CCOC(=O)C1=C(C)Nc2ccccc2N=C1NC(=O)C(c1ccccc1)c1ccccc1,0,-36,-2,94,0,99,3,-3,97,-139,-4
O=C(CCc1ccccc1)NC1CCSC1=O (centres undefined),-9,-18,-7,99,-4,99,-2,-9,98,4,-28
O=C(c1ccc(F)cc1)N1CCN(c2cc(=O)[nH]nc2-c2ccccc2)CC1,-1,-8,-6,101,2,99,-1,0,99,12,-1
CC1(C)C2(C#N)C(N)=NC3(OCCO3)C12C#N (centres undefined),-10,-22,-11,100,-3,99,-1,-12,101,2,-23
O=C1NC(=Nc2ccccc2)SC1Cc1cccc(Cl)c1Cl (centres undefined),-1,-20,-1,100,-2,101,0,3,100,7,1
COc1ccc(/C=C/C(=O)NC(C)CCc2ccccc2)cc1OC (centres undefined),1,-21,-4,109,0,105,1,0,106,3,-2
c1ccc(OCCCc2nc(-c3ccncc3)no2)cc1,-6,-9,-7,97,-4,100,-4,-11,99,5,-14
COc1cccc(-c2cc(C(=O)N3CCc4ccccc4C3)no2)c1,-12,-21,-10,101,-5,102,-3,-13,99,21,-20
CCOc1ccc(N=C2C(=O)N(CN3CCOCC3)c3ccccc32)cc1,-4,-55,-2,102,-2,100,-3,3,100,0,1
C=CCN(CC=C)C(=S)NC(=O)/C=C/c1ccc(OC)cc1,0,-54,1,97,0,99,-1,0,98,10,0

# Reformatted: results already given.
mol	Bcl-XL Bim block	Mcl1 Bid PPI	Bim-Bcl-B	RGS7-Gao reg	Bim-Mcl-1	RGS8-Gao reg	Bcl-W Bim block	Bcl-2 Bim block	RGS4-Gao reg	Mcl1-Noxa inh	Bfl-1 Bim block
CCN1CCN(CCNC(=O)CCCCCn2c(=O)[nH]c3cc(C(=O)OC)ccc3c2=O)CC1	-1	-10	-2	97	0	101	4	2	102	-1	-9
COc1ccc(OC)c(/C=N/NC(=O)c2csc3ccccc23)c1	1	-12	2	97	-3	99	0	0	98	-10	-2

# The listing continues:
SMILES,Bcl-XL Bim block,Mcl1 Bid PPI,Bim-Bcl-B,RGS7-Gao reg,Bim-Mcl-1,RGS8-Gao reg,Bcl-W Bim block,Bcl-2 Bim block,RGS4-Gao reg,Mcl1-Noxa inh,Bfl-1 Bim block
CCCCNC1=CC(=O)C(=O)c2ccccc21,-4,-4,-4,95,-1,101,-3,-4,98,13,-4
CCc1cc(C(=O)OC)c(N2C(=O)C3C4C=CC(C4)C3C2=O)s1 (centres undefined),-2,-3,0,96,-3,100,0,-2,94,-5,-4
CCOC(=O)c1c(C)n(C)c2ccc(O)c(CN3CCCCC3)c12,-6,-28,-7,101,0,99,1,-9,101,12,-16
C/C(=N\Nc1ccc([N+](=O)[O-])cc1)c1cccc(N)c1,-4,-62,-3,89,1,94,7,-6,82,13,-6
CC(C)CC1NC(=O)N(CC(=O)N2c3ccccc3NC(=O)C2(C)C)C1=O (centres undefined),0,-29,1,102,0,104,0,-2,102,82*,-4
N#Cc1c(NC(=O)CSc2ncc(-c3ccccc3)n2CC2CCCO2)sc2c1CCCC2 (centres undefined),1,-22,-2,102,5,112,0,3,104,1,1
O=C(CN1CCCC1)NCC(=O)Nc1ccc(F)cc1,-4,-10,-1,107,0,107,-1,-2,106,4,-9
Cc1ccccc1C(=O)Nc1nnc(-c2cccnc2)o1,0,-34,-4,?,2,99,1,4,97,-1,2
CC1CC2OC(=O)C3(C)CCCC(C)(C23)C1(O)CCc1ccoc1 (centres undefined),nt,-20,nt,?,nt,101,nt,nt,103,3,nt
O=[N+]([O-])c1ccc2oc(C3CCCCC3)nc2c1,-4,9,-4,100,-1,102,-1,0,101,4,-7
CCn1c(SCc2nc3ccccc3c(=O)[nH]2)nc2ccccc21,-1,-27,-4,?,-1,104,1,-3,105,-1,-6
CN1CCN(C(=O)C23CC4CC(CC(C4)C2)C3)CC1,-2,-15,-9,94,0,101,1,-1,95,6,1
N#Cc1cnn(CC2CCCCC2)c1N,-2,-34,-4,103,3,96,3,-2,99,12,-7
COc1ccc(C2(C#N)CCC(=O)N2c2ccccc2)cc1 (centres undefined),nt,-4,nt,?,nt,118,nt,nt,113,-41,nt
O=C(CSc1ncccn1)Nn1cnnc1,-4,-12,-4,101,1,105,-1,-4,102,2,-16
C#CC[N+](C)(C)CCCCCCCCCC,17,-15,6,104,13,85,23,13,99,22,19
COc1ccc(-c2cc3ccc(OCc4nn[nH]n4)cc3oc2=O)cc1,-9,19,-7,97,-4,104,-4,-10,100,31,-19
CCCCCC1CC(CC(=O)NC(=S)Nc2ccccc2Cl)C(=O)O1 (centres undefined),-7,-10,-4,105,-4,104,-3,-13,100,8,-13
COc1ccccc1-n1c(SCC(=O)NC(C)(C)C)nnc1-c1ccco1,-11,-4,-11,101,-3,103,-5,-14,101,4,-23
Cc1ccc(OCC(=O)O)c(-n2nc3ccccc3n2)c1,-3,11,-6,102,-2,113,0,-4,104,2,-9
CCOC(=O)N1CCN(Cc2cccs2)CC1,0,11,-2,104,-2,102,0,0,99,-1,-2
COc1ccc2nc(C)cc(SCC(=O)NNC(=O)COc3ccc(C)cc3)c2c1,-5,8,0,101,-1,101,-3,0,103,-43,-1
CC1CCC(C(C)C)C(OC(=O)COC(=O)c2cccn2C)C1 (centres undefined),-4,1,-1,98,0,96,0,-1,93,5,-5
Clc1ccc(N/N=C/c2cccs2)nn1,-1,-6,-2,94,0,97,0,0,96,9,0
Cc1c(NC(=O)c2cccc(S(=O)(=O)N3CCOCC3)c2)c(=O)n(-c2ccccc2)n1C,3,-9,3,101,1,103,1,1,102,23,0
Cc1cc(C(=O)Nc2ccc(N3CCOCC3)cc2)c2ccccc2n1,-1,-32,0,99,-1,101,0,-1,100,17,0
CCOC(=O)c1sc(NC(=O)c2ccc(S(=O)(=O)N(CC)CC)cc2)nc1C,6,7,5,105,0,102,2,10,101,-58,5
CC(=O)c1ccc(N2CCC(C)CC2)c(F)c1,-3,-12,-3,101,-7,95,-1,-5,96,2,0
CC(=O)n1cc(N(C(=O)CCl)c2ccc([N+](=O)[O-])cc2)c2ccccc21,nt,-12,nt,?,nt,98,nt,nt,96,-8,nt
O=C(N/N=C/c1ccccc1)c1[nH]c2ccc(Br)cc2c1-c1ccccc1,-17,-24,-12,96,-2,99,-8,-3,99,-10,-7
CCC12CC3CC(C1)CC(C(=O)Nc1nn[nH]n1)(C3)C2,0,-7,-3,88,0,94,-3,2,89,0,0
Cc1cccc(OCC(=O)N/N=C/c2ccc(N(C)C)cc2)c1,-2,-45,0,100,0,100,0,-1,104,29,0
Cc1ccc(C)c(SCC(=O)NCc2ccco2)c1,-2,-8,0,99,-6,99,0,0,104,-3,-1
Cc1ccc(/C(N)=N/OC(=O)CCC2CCCCC2)cc1,-1,-6,-3,95,-4,102,-3,-4,93,-6,-2
O=C(Nc1nc(-c2ccc(F)c(F)c2)cs1)c1cc([N+](=O)[O-])ccc1N1CCOCC1,-6,-22,-3,90,-3,94,-5,-4,86,6,-5
C/C(CC(=O)Nc1ccc(Cl)cc1Cl)=N\NC(=O)c1cnccn1,nt,-31,nt,?,nt,100,nt,nt,100,-6,nt
NS(=O)(=O)c1ccc(NC(=O)CN2CCCCC2)cc1,-10,5,-6,105,-3,105,-2,-10,103,-5,-13
CC(=O)N(Cc1ccco1)C1(C(=O)NC2CCCCC2)CCCCC1,-5,5,-8,103,-1,100,0,-7,100,-1,-11
CCOC(=O)C1(Cc2cccc(OC)c2)CCN(C/C=C/c2ccc(OC)cc2)CC1,0,-10,-4,100,-17,98,2,-4,102,0,0
CCS(=O)(=O)N1CCC(C(=O)NCc2cccs2)CC1,-5,-32,-12,99,-7,102,-2,-10,104,0,-18

# Hits appear at their usual frequency. About 2.7% of those tested had a hit in this group.
